Screening data: PubChem BioAssay, National Center for Advancing Translational Sciences (NCATS)
BAZ2B inh: inhibitors of human BAZ2B bromodomain; AlphaScreen BAZ2B-H3K14Ac peptide displacement; Potency, µM (doses to about 114 µM), without a hit: top-dose activity change, negative = inhibition, actives largely listed as inhibitors; 360,000 tested, 4.4% active; AID 504333; also: potency is read from the fitted curve at half-maximal effect; % is scaled to controls: 0 for no effect and ±100 for the full control effect; nearly all actives have a fitted effect of over 60% in size
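Compounds, titrated to a top concentration of 110 uM, were incubated 30 min at room temperature with preformed BAZ2B/acetyl-K14 H3 peptide complex (50 nM each). Proximity signal was measured by AlphaScreen after 20 min with beads.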
HP1b chromo inh: inhibitors of HP1-beta chromodomain binding to methylated histone tails | P83916 | Potency, µM (top dose mostly 114 µM), for inactives: top-dose activity change, negative = inhibition, most hits filed as inhibitors | 390,000 tested, 0.56% active | AlphaScreen HP1-beta / biotin-H3K9me3 peptide binding | AID 540317; also: potency is read from the fitted curve at half-maximal effect; nearly all actives have a fitted effect of over 70% in size; inactives centre near 23
Target sequence (P83916 whole entry, looked up): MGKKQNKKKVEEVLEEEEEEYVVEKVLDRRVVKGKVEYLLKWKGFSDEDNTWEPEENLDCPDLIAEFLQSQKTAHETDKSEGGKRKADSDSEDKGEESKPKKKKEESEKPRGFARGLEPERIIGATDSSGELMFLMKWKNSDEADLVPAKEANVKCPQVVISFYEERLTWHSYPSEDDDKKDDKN
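AlphaScreen: HP1-beta (50 nM) preformed 30 min with biotin-H3(1-18)K9me3 peptide (50 nM) in PBS pH 7.4, 0.01% Tween-20. Compound added for 30 min at RT, then streptavidin donor/nickel chelate acceptor beads (10 ug/mL) for 30 min.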
PI4K2A inh: inhibitors of human PI4K2A. Q9BTU6. purified PI4K2A, ADP-Glo luminescence, 1 h; active compounds read low. activity change, negative = inhibition, % at 76.9 µM. 420,000 tested, 0.13% active; in the data active = activity change below about -50%; inconclusive = mostly about -30% to -49%;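 also: -100% = wells without enzyme as full effect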
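Compounds are screened against recombinant PI4K2A using PI as substrate and ATP, the latter dispensed at 300 microM. Reactions run one hour at ambient temperature before ADP-Glo detection; full inhibition defined by wells lacking enzyme.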
JMJD2A Tudor: blocks the human JMJD2A Tudor domain; AlphaScreen JMJD2A-Tudor / H3K4me3 peptide binding; Potency, µM (series often up to 114 µM), inactives show at the highest dose activity change, negative = inhibition, hits mostly inhibitors; 390,000 tested, 4.4% active; also: potency is read from the fitted curve at half-maximal effect; % is scaled to controls: 0 for no effect and ±100 for the full control effect; nearly all actives have a fitted effect of over 50% in size
RGS4 inhibitor: inhibitors of human regulator of G protein signaling 4; P49798; Transcreener GDP fluorescence polarization, RGS4-accelerated GTP hydrolysis; Potency, µM (doses to about 114 µM), without a hit: at the top dose activity change, negative = inhibition, most hits filed as inhibitors; 390,000 tested, 0.039% active; AID 504845; also: potency is read from the fitted curve at half-maximal effect; % is scaled to controls: 0 for no effect and ±100 for the full control effect; nearly all actives have a fitted effect of over 75% in size; some results filed as inactive show a strong effect at the top dose
Target sequence (P49798 whole entry, looked up): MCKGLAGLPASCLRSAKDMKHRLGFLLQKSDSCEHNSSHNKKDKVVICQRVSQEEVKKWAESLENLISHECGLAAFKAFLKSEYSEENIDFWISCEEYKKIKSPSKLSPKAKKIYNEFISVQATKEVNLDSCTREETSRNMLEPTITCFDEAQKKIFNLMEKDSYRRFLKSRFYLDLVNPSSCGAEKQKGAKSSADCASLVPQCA
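MLSMR compounds (23 nl, pin-transferred) preincubated 10 min at room temperature with a 500nM (2x) first reagent, then RGS4 at 900nM (2x) plus Transcreener GDP mix added; fluorescence polarization (620/688 nm) read before and after 90 min at 30 °C.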
GLS inh: inhibitors of human glutaminase (GLS); GLS enzymatic activity, qHTS titration; 410,000 tested, 0.21% active; O94925; AID 624170; Potency, µM (doses to about 45.5 µM), for inactives: top-dose activity change, negative = inhibition, hits mostly inhibitors; also: potency is read from the fitted curve at half-maximal effect; % is scaled to controls: 0 for no effect and ±100 for the full control effect
Target sequence (O94925 whole entry, looked up): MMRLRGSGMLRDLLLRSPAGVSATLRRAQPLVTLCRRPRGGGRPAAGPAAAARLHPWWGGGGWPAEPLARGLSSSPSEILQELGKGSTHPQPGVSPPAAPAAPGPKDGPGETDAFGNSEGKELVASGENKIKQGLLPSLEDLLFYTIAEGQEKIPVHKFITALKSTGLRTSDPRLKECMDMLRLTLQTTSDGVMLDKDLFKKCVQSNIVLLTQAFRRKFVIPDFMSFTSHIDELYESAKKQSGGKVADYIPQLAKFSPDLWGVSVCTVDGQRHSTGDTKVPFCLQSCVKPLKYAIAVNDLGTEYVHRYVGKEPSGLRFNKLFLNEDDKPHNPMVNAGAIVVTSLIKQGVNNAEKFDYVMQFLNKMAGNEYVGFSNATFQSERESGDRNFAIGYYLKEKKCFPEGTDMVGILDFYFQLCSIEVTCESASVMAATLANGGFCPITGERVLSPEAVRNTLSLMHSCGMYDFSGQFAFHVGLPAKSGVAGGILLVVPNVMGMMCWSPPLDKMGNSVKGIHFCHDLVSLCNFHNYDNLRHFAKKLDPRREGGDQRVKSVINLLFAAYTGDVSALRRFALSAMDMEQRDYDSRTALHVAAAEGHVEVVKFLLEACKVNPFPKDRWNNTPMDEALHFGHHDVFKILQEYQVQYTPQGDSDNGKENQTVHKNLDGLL
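hKGA in 45 mM KH2PO4 pH 8.2, 0.02% Tween-20 with pin-transferred compounds; 1 mM L-glutamine (stock) plus glutamate oxidase/HRP/Amplex Red coupling added. Fluorescence read initially and after 30 min at RT.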
ERG Ets-DNA blk: inhibitors of human ERG Ets domain-DNA interaction; Potency, µM (doses to about 76.9 µM), for inactives: at the highest dose FP activity, negative = inhibition, hits mostly inhibitors; fluorescence polarization, His-ERG Ets domain / labelled DNA; P11308; AID 624246; 370,000 tested, 0.028% active; active = well fitted inhibition curve with a large enough effect in the polarisation, with a control signal flat; inconclusive = small, poorly fitted or top-dose-only effect, or effect the other way, or a change in a side signal; inactive = no such curve, though single readings can be large or run the other way; the % refers to the polarisation;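 also: polarization taken with two DNA probes labelled with fluorescein and Texas red; potency is read from the fitted curve at half-maximal effect; % of control where 0% means no effect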
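His-tagged ERG Ets domain (1 uM in the protein solution; 300mM KCl, 50mM Tris-HCl, 1mM EDTA, 1mM DTT, pH 7.5) received compound, then a probe mix of 5 nM fluorescein-DNA and 100nM Texas-615-DNA. Fluorescence polarization was read for both dyes.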
12-LOX inh: blocks human arachidonate 12S-lipoxygenase | P18054 | purified 12hLO, xylenol orange hydroperoxide absorbance | Potency, µM (doses to about 108 µM), inactives show top-dose activity change, negative = inhibition, most hits filed as inhibitors | 580,000 tested, 1.1% active | AID 1671190; also: potency is read from the fitted curve at half-maximal effect; % is scaled to controls: 0 for no effect and ±100 for the full control effect
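Purified human 12hLO at 150 nM in 25 mM Hepes, 0.01% Triton X-100, pH 7.0, preincubated 15 min at room temperature with compound. Reaction started with 40 uM arachidonic acid, 30 min at room temperature. Hydroperoxide measured by Fe-xylenol orange, 573/405 nm absorbance ratio.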
G9a block: inhibitors of human histone lysine methyltransferase G9a | AID 504332 | 350,000 tested, 8.8% active | G9a H3K9 monomethylation, AlphaScreen, 2 h | Potency, µM (series often up to 102 µM), inactives show top-dose activity, negative = inhibition, most hits filed as inhibitors | Q96KQ7; also: potency is read from the fitted curve at half-maximal effect; % is scaled to controls: 0 for no effect and ±100 for the full control effect; nearly all actives have a fitted effect of over 75% in size
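Compounds were preincubated with 20 nM G9a for 15 min, after which biotinylated H3K9 peptide (500 nM) and SAM (20 uM) started a 2 h room-temperature reaction. Monomethylated product was quantified by antibody-based AlphaScreen chemiluminescence.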
Starred values were filed as active, the others as inactive; ? = inconclusive; nt = no result given; & = joins results of further samples; [ ] = another dose, or the depositor's remark. Unless noted, calls follow the shape of the dose curve; as a rule, active = well fitted curve in the direction sought with a large enough effect; inconclusive = small, poorly fitted or top-dose-only effect, or another doubt; inactive = no such curve, though single readings can be large; an effect the other way counts as inactive or inconclusive. These rows are one share of the data; count on the stated rates, not on these rows.

12-LOX inh	JMJD2A Tudor	PI4K2A inh	HP1b chromo inh	ERG Ets-DNA blk	RGS4 inhibitor	G9a block	BAZ2B inh	GLS inh	canonical_smiles
-2%	0%	-2	34%[activator]	8%	-50%	-4%[59 µM]	24%	-9%	O=C(c1ccccc1Cl)N1CCN(S(=O)(=O)N2CCCCC2)CC1
5%	-15%	1	27%	1%	4%	24%[59 µM]	2%	1%	O=C(Nc1cnn(Cc2ccc(Cl)cc2)c1)c1cnccn1
0%	12%	-2	18%	5%	-27%	27%	5%	-2%	Cc1ccc2c(c1)c1nc3ccccc3nc1n2C
-6%	?	1	24%	0%	0%	23%	-6%	4%	COc1cnc(-c2ccccn2)nc1Sc1ccc(Cl)cc1
-17%	-6%	-1	45%[activator]	2%	-6%	?	2%	6%	CC(C)CNC(=O)C1=CC(c2ccc3c(c2)OCO3)=NS(=O)(=O)N1C
-15%	-19%	-4	20%	-10%	-4%	20%[59 µM]	-4%	4%	COc1cccc(N(CC(=O)NC2CCCC2)C(=O)Cn2nnc(-c3ccc(C)cc3)n2)c1
?	-36%	2	-16%	-9%	13%	56µM*	-36%	2%	O=C(O)c1cc([N+](=O)[O-])cc([N+](=O)[O-])c1N1CCN(c2cccc(C(F)(F)F)c2)CC1
-3%	14%	2	70%[activator]	0%	3%	-19%[59 µM]	-3%	2%	Cc1ccc2onc(CNC(=O)Nc3cc(F)ccc3F)c2c1
?	?	-1	6%	-17%	-18%	-8%	?	5%	Nc1n[nH]c(N)c1N=Nc1ccccc1F
-6%	-25%	-2	65%[activator]	4%	-13%	3%[59 µM]	14%	-5%	O=C(NC1CCCCC1)c1ccc(CSc2nc3ccncc3n2Cc2cccc(F)c2)cc1
2%	-20%	4	-12%	5%	1%	0%	8%	3%	CC(=O)c1ccc(OCCCC(=O)N2CCN(S(=O)(=O)c3cc(C)ccc3C)CC2)cc1
-16%	?	-9	63%[activator]	-7%	27%	-2%	-13%	-10%	CCSc1nnc(-c2ccc(S(=O)(=O)N3CCOCC3)cc2)n1C
-4%	-15%	-1	20%	-4%	11%	nt	nt	8%	COc1ccc2[nH]c3c(c2c1)CCN1C(=O)C(CC(=O)NCCN2CCOCC2)C[C@H](C(=O)N2CCOCC2)[C@@]31C (some centres not stated)
95%&5%[activator]	5%	6	25%	8%	2%	42%[activator]	-1%	-2%	COc1cccc(Oc2nc(-c3ccccc3O)nc3ccccc23)c1
?	-8%	-5	27%	0%	-9%	?	-7%	0%	COc1ccc(-c2cc(C(=O)N3CCN(S(=O)(=O)c4ccc(C)cc4)CC3)[nH]n2)cc1
-12%	-12%	2	25%	-8%	-8%	nt	-1%	4%	O=C(Cn1cc(S(=O)(=O)Cc2ccccc2)c2ccccc21)N1CCOCC1
-3%	-21%	4	49%[activator]	-3%	14%	nt	nt	1%	CCN1C(=O)N[C@H](c2ccc(Br)cc2)C(C(=O)OC)=C1C
-11%	-16%	-1	46%[activator]	0%	3%	13%[59 µM]	3%	3%	O=C(Nc1ccc(NC(=O)c2cccs2)cc1)c1ccc(Cl)cc1
-13%	-2%	1	36%	1%	12%	?	-5%	12%	CSc1ncccc1C(=O)N(C)CC(=O)Nc1cccc(F)c1
0%	-11%	-2	41%[activator]	-15%	8%	16%	5%	-6%	O=C(Nc1ccc(-n2cc(Cl)cn2)cc1)c1ccncc1
4%	-13%	3	56%[activator]	-15%	-6%	19%	-22%	3%	Cn1c(C(=O)NN)cc2cc(Oc3ccccc3)ccc21
0%	-2%[57.1 µM]	-6	46%[activator]	1%	26%[11.4 µM]	10µM*	-3%	4%	Cc1cc(C)c2nc(SCC(=O)N3CC(=O)Nc4ccccc43)c(C#N)cc2c1
18%	?	0	?	-2%	11%	-27%	-37%	2%	Cc1ccc(C)c2sc(NC(=O)c3ccc(N4CCCCC4)c([N+](=O)[O-])c3)nc12
-1%	-12%	-2	57%[activator]	-2%	2%[11.4 µM]	-2%	-26%	-18%	COc1ccccc1CNC(=O)C(C)n1cccc1C(=O)c1ccccc1 (configuration not stated)
-27%	-2%	-4	26%	0%	-3%	-19%	2%	-1%	Cc1cccc(C(C)C)c1NC(=O)COC(=O)c1cccc(S(=O)(=O)N2CCc3ccccc3C2)c1

In a second layout: two of the compounds above
Structure	12-LOX inh	JMJD2A Tudor	PI4K2A inh	HP1b chromo inh	ERG Ets-DNA blk	RGS4 inhibitor	G9a block	BAZ2B inh	GLS inh
O=C(O)c1cc([N+](=O)[O-])cc([N+](=O)[O-])c1N1CCN(c2cccc(C(F)(F)F)c2)CC1	?	-36%	2	-16%	-9%	13%	56µM*	-36%	2%
Cc1ccc2onc(CNC(=O)Nc3cc(F)ccc3F)c2c1	-3%	14%	2	70%[activator]	0%	3%	-19%[59 µM]	-3%	2%

(continued)
12-LOX inh	JMJD2A Tudor	PI4K2A inh	HP1b chromo inh	ERG Ets-DNA blk	RGS4 inhibitor	G9a block	BAZ2B inh	GLS inh	canonical_smiles
-27%	-14%	0	23%	0%	13%	-19%[59 µM]	?	-10%	Cc1ccc(Nc2nc3c(S(=O)(=O)c4ccccc4)nnn3c3ccsc23)c(C)c1
12%	6%	-3	13%	-12%	16%	16%	-6%	-12%	COc1ccc(C)cc1N(CC(=O)N1CCCCCC1)S(=O)(=O)c1ccccc1
-4%	?	8	-2%[57 µM]	-4%	-15%	?	-33%	0%	COc1ccc(/C=C\c2nc(=O)c3ccccc3o2)cc1
-18%	?	-2	21%	1%	-16%	-3%[59 µM]	-5%	-2%	COc1ccc(CC(=O)Nc2ccc(C(=O)NCC(C)C)cc2)cc1
-20%	-11%	-2	46%[activator]	7%	0%	-27%	-8%	-12%	O=C(Nc1ccc([N+](=O)[O-])cc1)N1CCCCCC1
-7%	-11%	-5	32%	3%	-16%	11%	0%	-3%	Cc1cc(C)c(C(=O)OCC(=O)NCc2cccs2)c(C)c1
?	-21%	0	13%	7%	14%	?	10%	14%	CC(=O)c1cccc(Nc2cc(C)nc3ccc(C)cc23)c1
-14%	-3%	-3	41%[activator]	7%	-8%	nt	nt	-12%	CC(Oc1ccc(Cl)cc1C(N)=O)C(=O)N1CCc2ccccc21 (configuration not stated)
-10%	?	-1	-13%	14%	-8%	?	?	17%	COc1ccc(C2=NN(CC(=O)NCCCN(C)c3ccccc3)C(=O)CC2)cc1
-44%	?	-4	-4%	1%	8%	35µM*	-21%	34%[activator]	Clc1ccc(-c2ccc(C=Nc3ccc(N4CCOCC4)cc3)o2)c(Cl)c1
?	-20%	0	36%	3%	0%	nt	nt	5%	COc1cc(OC)cc(C(=O)NCC(=O)NCCN2C(=O)S/C(=C\c3ccc4c(c3)OCO4)C2=O)c1
-2%	-12%	-4	31%	1%	-21%	?	-32%	9%	CCCCOc1ccc(CONS(=O)(=O)c2ccc(NC(C)=O)cc2)cc1Cl
?	2%	-2	44%[activator]	2%	7%	1%	-6%	-7%	Cc1ccc(S(=O)(=O)Nc2ccc(C(=O)NC3CC3)cc2)cc1
-9%	45µM*	-3	?	nt	4%	?	40µM*	-6%	COc1ccc(NCc2ccc3c(c2)OCO3)cc1Cl
6.3µM*	-7%	3	36%	1%	-13%	10%	5%	-7%	Cc1cc(C)cc(Oc2coc3c(CN(C)C)c(O)ccc3c2=O)c1
-14%	6%	-4	40%[activator]	-4%	9%	47%[activator][59 µM]	-5%	-7%	CCOc1ccc(N(Cc2ccccc2)C(=O)c2nc(SCC)ncc2Cl)cc1
-2%	-26%	-1	25%	-11%	-12%	-7%	-20%	-2%	CCOC(=O)C1(Cc2cccc(F)c2)CCN(C(=O)c2ccoc2C)CC1
-3%	1%	-2	36%	0%	4%	1%[59 µM]	2%	0%	CCOc1ccc(-c2cc(NC(=O)c3ccc(C)cc3)c(C(=O)OC)s2)cc1
-6%	25µM*	1	0%	-8%	-33%	45µM*	79µM*	3%	N#Cc1c(NC(=O)COC(=O)c2nccnc2N)sc2c1CCCC2
9%	3%	-3	46%[activator]	-5%	8%	8%	-5%	-4%	CCOC(=O)/C(C(=Nc1ccccc1)Nc1ccccc1)=C(\C)O
-22%	-24%	2	2%	6%	0%	-1%[12.7 µM]	-22%	8%	Cc1ccc2c(c1)CCCN2C(=O)c1ccoc1C
-7%	0%	7	43%[activator]	1%	26%	-45%[12.7 µM]	11%	-7%	CN(C(=O)CSc1nc2sc3c(c2c(=O)n1C)CCC3)C1CCS(=O)(=O)C1 (configuration not stated)
10%	9%	8	42%[activator]	-6%	-6%	13%	-4%	-11%	COc1ccc(NC(=O)CS(=O)c2ccccc2Cl)cc1 (configuration not stated)
314%[activator]	1%	2	31%	-9%	-13%	nt	nt	7%	O=C(COC(=O)c1cnccn1)NC1CCCc2ccccc21 (configuration not stated)
